TDP1 cell noCPT: qHTS for Inhibitors of human tyrosyl-DNA phosphodiesterase 1 (TDP1): qHTS in cells in absence of CPT. hit rate 15% among 420,000. DT40 Tdp1-/- hTDP1 cells, no CPT, ATP luminescence, 48 h. Potency, µM (series often up to 46.2 µM), for the others: top-dose activity change, negative = growth inhibition, hits mostly inhibitors. AID 686978, 2013; also: nearly all actives have a fitted effect of over 55% in size
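Compound effects on proliferation are scored in DT40 Tdp1-/-;hTDP1 cells in the absence of CPT. ATP levels (CellTiter-Glo luminescence) are recorded after a ≥48 hr, 37 °C incubation.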
TDP1 cell CPT: growth inhibition of DT40 Tdp1-/-;hTDP1 cells with camptothecin (screen for TDP1 inhibitors); chicken DT40 Tdp1-/-;hTDP1 cells + 20 nM CPT, ATP luminescence, 48 h; Potency, µM (doses to about 46.2 µM), inactives show at the top dose activity change, negative = growth inhibition, most hits filed as inhibitors; hit rate 12% among 420,000; AID 686979; also: nearly all actives have a fitted effect of over 55% in size
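Chicken DT40 Tdp1-/- cells stably complemented with human TDP1 were seeded at 400 cells/well in medium containing 20 nM camptothecin, exposed to pin-transferred compounds, and grown at 37 °C for at least 48 hr. Viability was read as ATP luminescence.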
GCN5L2 inh: GCN5L2 (KAT2A) acetyltransferase inhibition; hit rate 0.21% among 390,000; Potency, µM (titrated, usually from 58.9 µM), for inactives: at the top dose activity change, negative = inhibition, usual class: inhibitors; GCN5L2 HAT assay, ThioGlo1 CoA-SH fluorescence; AID 504327
Target sequence (Q92830 whole entry, looked up): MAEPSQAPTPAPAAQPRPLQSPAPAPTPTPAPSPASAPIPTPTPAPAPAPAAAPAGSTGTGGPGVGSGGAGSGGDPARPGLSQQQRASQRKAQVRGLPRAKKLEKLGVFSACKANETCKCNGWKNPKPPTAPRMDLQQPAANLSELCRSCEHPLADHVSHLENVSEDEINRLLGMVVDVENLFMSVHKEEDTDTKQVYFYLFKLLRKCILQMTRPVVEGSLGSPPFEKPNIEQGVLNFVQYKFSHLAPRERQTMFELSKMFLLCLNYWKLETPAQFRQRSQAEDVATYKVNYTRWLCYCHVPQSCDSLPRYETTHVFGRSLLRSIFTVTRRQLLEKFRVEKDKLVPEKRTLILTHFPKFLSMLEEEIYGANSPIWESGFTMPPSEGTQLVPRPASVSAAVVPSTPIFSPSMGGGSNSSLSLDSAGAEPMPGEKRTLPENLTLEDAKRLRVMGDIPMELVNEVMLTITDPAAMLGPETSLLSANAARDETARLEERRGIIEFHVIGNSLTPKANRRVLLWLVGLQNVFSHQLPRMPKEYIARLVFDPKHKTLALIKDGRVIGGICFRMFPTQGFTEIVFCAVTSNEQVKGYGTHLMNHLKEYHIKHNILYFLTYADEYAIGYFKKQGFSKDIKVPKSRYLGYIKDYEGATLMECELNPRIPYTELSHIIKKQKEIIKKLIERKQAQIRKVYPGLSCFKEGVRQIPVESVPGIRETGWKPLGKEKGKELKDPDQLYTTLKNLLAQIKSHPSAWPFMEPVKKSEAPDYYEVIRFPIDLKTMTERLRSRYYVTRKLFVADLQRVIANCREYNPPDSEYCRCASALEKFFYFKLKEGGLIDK
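Free CoA generated was detected with ThioGlo1 (50uM) fluorescence at Ex340nm/Em540nm, read immediately and after 20 min at room temperature. Enzyme, 20 nM in HEPES pH 7.5 buffer, saw compounds 15 min before adding 75uM H3(1-25) peptide and 70uM acetyl-CoA.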
* = called active by the depositor; ? = inconclusive; . = not tested or not shown; [ ] = dose if it differs, or a comment. Calls follow the shape of the dose curve; as a rule, active = well fitted curve in the direction sought with a large enough effect; inconclusive = small, poorly fitted or top-dose-only effect, or another doubt; inactive = no such curve, though single readings can be large; an effect the other way counts as inactive or inconclusive. % is scaled to controls: 0 for no effect and ±100 for the full control effect; potency is read from the fitted curve at half-maximal effect.

SMILES	TDP1 cell noCPT	TDP1 cell CPT	GCN5L2 inh
CCOc1ccc(C(=O)N[C@H](C(=O)NNC(=O)c2cccs2)C(C)C)cc1	-27%	-9%	-1%
Cc1cccc(C)c1NC(=O)C(c1ccccc1)n1c(-c2ccccc2)nc2ccccc21 (configuration not stated)	?	?	.
CCOC(=O)C(CCCCCOc1ccc([N+](=O)[O-])cc1)C(=O)OCC	?	-20%	32%[activator]
CCOC(=O)C=Nc1c(N)n(C)c(=O)n(C)c1=O	2%	0%	-4%
O=C1CCCc2c1ccc1ccccc21	-3%	19%	.
COCCn1c(SCC(=O)Nc2cc(Cl)ccc2OC)nc2c([nH]c3ccccc32)c1=O	-10%	-19%	-2%
O=C(NCc1ccccc1Cl)c1cccc(NC(=O)c2ccccc2)c1	-26%	0%	8%
CCCNC(=O)C1CN(S(=O)(=O)c2ccc(Cl)s2)c2ccccc2O1 (configuration not stated)	?	?	-1%
COc1ccc(F)cc1S(=O)(=O)Nc1ccc2c(c1)OCO2	-7%	-28%	3%
COc1cccc(NC(=O)N2CCN(c3cccc(C)c3)C(C)C2)c1 (configuration not stated)	?	?	-11%

A second format for part of the listing above.
O=C1CCCc2c1ccc1ccccc21
  TDP1 cell noCPT: -3%	TDP1 cell CPT: 19%	GCN5L2 inh: .
O=C(NCc1ccccc1Cl)c1cccc(NC(=O)c2ccccc2)c1
  TDP1 cell noCPT: -26%	TDP1 cell CPT: 0%	GCN5L2 inh: 8%

The listing picks up; the four compounds before the break are reprinted first.
SMILES	TDP1 cell noCPT	TDP1 cell CPT	GCN5L2 inh
O=C(NCc1ccccc1Cl)c1cccc(NC(=O)c2ccccc2)c1	-26%	0%	8%
CCCNC(=O)C1CN(S(=O)(=O)c2ccc(Cl)s2)c2ccccc2O1 (configuration not stated)	?	?	-1%
COc1ccc(F)cc1S(=O)(=O)Nc1ccc2c(c1)OCO2	-7%	-28%	3%
COc1cccc(NC(=O)N2CCN(c3cccc(C)c3)C(C)C2)c1 (configuration not stated)	?	?	-11%
CCOC(=O)C(C)n1nc(/C=C/c2ccccc2)ccc1=O (configuration not stated)	?	?	31%[activator]
COc1ccc(N2CCN(Cc3nc4c(c(=O)[nH]c(=O)n4C)n3Cc3cccc(Cl)c3)CC2)cc1	-27%	4%	-6%
COc1ccc(S(=O)(=O)N2CCC(C(=O)NC3CCCC3)CC2)cc1OC	-12%	13%	-35%
O=c1cc(NCCCO)c2ccccc2o1	6%	1%	-25%
O=C(CSCc1ccc([N+](=O)[O-])cc1)Nc1cccc(C(=O)Nc2ccccc2C(=O)O)c1	-2%	-6%	-2%
O=C(N/N=C/c1ccc([N+](=O)[O-])cc1)c1cccs1	-22%	?	-10%
Cc1ccc(-c2csc(NCCn3c(C(F)(F)F)nc4ccccc43)n2)cc1	?	?	0%
Cc1cc(C)n(CCCNC(=O)c2cc(COc3ccc(C)c(C)c3)on2)n1	?	-27%	?
Cc1ccc(Cn2nnc3c(=O)[nH]c(C4CCCN(S(=O)(=O)c5ccccc5F)C4)nc32)cc1 (configuration not stated)	-23%	-19%	-2%
CC(=O)Nc1ccc(S(=O)(=O)NC2(C(F)(F)F)C(=O)Nc3c2c(=O)[nH]c(=O)n3Cc2cccnc2)cc1 (configuration not stated)	-4%	14%	-9%
O=C(NC1CCCCCC1)c1ccc[nH]c1=S	-34%	-6%	-8%
CC(=O)Nc1nc2ccccc2n1CCOc1ccccc1Cl	15µM*	?	-6%
COc1cc(=O)n2c(c1C(=O)NCc1cccc(F)c1)CCN(Cc1cccnc1)CC2	-20%	-5%	.
C=CCOC(=O)Nc1nc(CCNC(=O)OCc2ccccc2)c(C(=O)OC)s1	-10%	-17%	.
COc1ccccc1CNC(=O)CCS(=O)(=O)c1ccc2c(c1)CCCN2C(C)=O	-17%	-12%	4%
CCSc1nsc(NC(=O)Nc2ccccc2F)n1	16µM*	18µM*	-3%
COc1cc(/C=N/NC(=O)CCNC(=O)c2ccccc2Cl)ccc1O	-1%	-16%	-7%
C/C(CC(=O)Nc1cccc(Cl)c1C)=N\NC(=O)C(=O)NCC(C)C	?	?	2%
CS(=O)(=O)c1cc(C(=O)O)cc(NCc2ccccc2)c1Oc1ccccc1	?	-19%	.
COc1ccc(-c2cc3nc(C)cc(N4CC(C)CC(C)C4)n3n2)cc1 (configuration not stated)	18µM*	?	-17%
CSc1nnc(C)c(=O)n1COC(=O)COc1ccc2ccccc2c1	?	?	28%
CN(CC(=O)Nc1ccc(C#N)cc1)Cc1ccc(Cl)cc1Cl	?	?	-9%
CC(C)NC(=O)N(C)C[C@H]1OCCCC[C@H](C)Oc2ccc(NC(=O)NC3CCCCC3)cc2C(=O)N([C@H](C)CO)C[C@@H]1C	?	?	.
Cc1c(C(=O)NCC2CCCN(C)C2)cnn1-c1nccc(-c2ccco2)n1 (configuration not stated)	-1%	-6%	.
COc1ccc(N(Cc2ccc(N(C)C)cc2)C(=O)c2ccc(S(C)(=O)=O)cc2)cc1	?	?	-1%
C=Cc1cccc(NC(=O)COc2ccccc2)c1	-17%	4%	?
CNC[C@@H]1OCc2ccccc2-c2ccccc2C(=O)N([C@@H](C)CO)C[C@@H]1C	-28%	5%	.
CCOCCc1nn2c(=O)cc(COC(=O)c3cccs3)nc2s1	?	-20%	13%
CC(c1ccco1)N(Cc1ccco1)C(=O)Nc1ccccc1 (configuration not stated)	-29%	-22%	-2%
CCOc1cc(CNCc2ccccn2)ccc1OCC(=O)NC(C)(C)C	-73%	-88%	-6%
COc1ccc(NC(=O)c2cc(C(=O)Nc3ccc(OC)cc3OC)cc([N+](=O)[O-])c2)c(OC)c1	0%	-21%	-6%
Nc1nc(SCC(=O)Nc2ccc(OC(F)(F)F)cc2)[nH]c(=O)c1NC(=O)c1ccc(Br)o1	2%	4%	-6%
Cc1ccc2cccc(S(=O)(=O)N3CCN(c4ccccc4F)CC3)c2n1	-23%	?	-15%
CC(OC(=O)c1ccc(O)cc1)C(=O)Nc1ccc(Oc2ccccc2)cc1 (configuration not stated)	21µM*	?	-3%
O=c1c2ccccc2cnn1Cc1n[nH]c(=S)n1-c1ccccc1Cl	2%	-1%	2%
C=CCn1c(CNC(=O)c2ccco2)nnc1SCC(=O)Nc1cccc(Br)c1	-6%	-5%	3%
COc1ccc(-c2noc(CCCC(=O)Nc3cccc(Cl)c3C)n2)cc1	?	?	2%
COc1cc(/C=N/NC(=O)c2ccccn2)ccc1OC(=O)c1cccs1	-1%	12%	-11%
CN1CCN(CCOc2ccc(Cl)c(Cl)c2)CC1	?	16µM*	-1%
CC1CCc2c(sc3[nH]c(=S)n(C)c(=O)c23)C1 (configuration not stated)	?	-26%	-25%
COc1ccc(OC(C)C(=O)Nc2ccc([N+](=O)[O-])cc2)cc1 (configuration not stated)	21µM*	?	1%
COc1nc(OCCNC(=O)Nc2ccccc2)nc(N(C)C)n1	-24%	-25%	-1%
Cn1cc(/C=N/NC(=O)c2cc3cc(Br)ccc3o2)c2ccccc21	?	-26%	1%
CC(=O)N1CCN(C(=O)CNC(=O)c2ccc(C)s2)CC1	-18%	5%	.
Cc1ccc(S(=O)(=O)CC(O)CN2CCCC2=O)cc1 (configuration not stated)	4%	2%	-2%
Cc1oc2ncnc(N3CCCCC3)c2c1C(=O)NCC1CCN(Cc2cccc(F)c2)CC1	?	?	-1%
Cc1ccc(OCC(=O)c2cc(C)n(Cc3ccco3)c2C)c([N+](=O)[O-])n1	?	?	-19%
Cc1cc(=O)[nH]c(SCC(=O)Nc2cccc(S(=O)(=O)N3CCOCC3)c2)n1	13%	7%	-4%
Cc1ccc(F)cc1-c1nc(NCC2CC2)nc2ccsc12	?	?	.
CCOc1cc(-c2sc(Nc3ccccc3)n[n+]2-c2ccc(F)cc2)ccc1OC	-17%	-15%	0%

Reformatted: results already given.
Every second line gives: TDP1 cell noCPT | TDP1 cell CPT | GCN5L2 inh
> CC(=O)N1CCN(C(=O)CNC(=O)c2ccc(C)s2)CC1
  -18% | 5% | .
> Cc1ccc(S(=O)(=O)CC(O)CN2CCCC2=O)cc1 (configuration not stated)
  4% | 2% | -2%
> Cc1oc2ncnc(N3CCCCC3)c2c1C(=O)NCC1CCN(Cc2cccc(F)c2)CC1
  ? | ? | -1%
> Cc1ccc(OCC(=O)c2cc(C)n(Cc3ccco3)c2C)c([N+](=O)[O-])n1
  ? | ? | -19%

An excerpt from above, limited to TDP1 cell noCPT and TDP1 cell CPT:
mol,TDP1 cell noCPT,TDP1 cell CPT
Cn1cc(/C=N/NC(=O)c2cc3cc(Br)ccc3o2)c2ccccc21,?,-26%
CC(=O)N1CCN(C(=O)CNC(=O)c2ccc(C)s2)CC1,-18%,5%
Cc1ccc(S(=O)(=O)CC(O)CN2CCCC2=O)cc1 (configuration not stated),4%,2%
Cc1oc2ncnc(N3CCCCC3)c2c1C(=O)NCC1CCN(Cc2cccc(F)c2)CC1,?,?
Cc1ccc(OCC(=O)c2cc(C)n(Cc3ccco3)c2C)c([N+](=O)[O-])n1,?,?

Continuation.
SMILES	TDP1 cell noCPT	TDP1 cell CPT	GCN5L2 inh
CN(CC(=O)Nc1ccc(N2CCOCC2)cc1)C(=O)CCc1ccccc1Cl	-29%	?	-5%
COc1cccc(C2CC(=O)Nc3cc4c(cc32)OCO4)c1OC(C)C (configuration not stated)	?	21µM*	-1%
CCC1CCc2c(sc(NC(=O)CSc3nc(-c4ccco4)cc(C(F)(F)F)n3)c2C#N)C1 (configuration not stated)	-28%	-22%	-6%
CC(C)(C)Nc1nc2nonc2nc1NC(C)(C)C	?	16µM*	-10%
CN(C(=O)c1cccc(NC(=O)Cc2ccc(NC(=O)C3CCCN(C(=O)CCc4ccccc4)C3)cc2)c1)C1CC1 (configuration not stated)	16µM*	?	.
COc1ccccc1N1C(=O)CC(Sc2ccccc2N)C1=O (configuration not stated)	?	-18%	0%
Cn1cnnc1SCC(=O)NC1CCCN(Cc2ccccc2F)C1 (configuration not stated)	12%	1%	-2%
Cc1nc2nc(CCc3ccccc3)nn2c(C)c1Cl	-6%	?	0%
Cc1ccc(S(=O)(=O)N2CCC(C(N)=O)CC2)c(C)c1C	?	?	.
O=C(CN1CCN(S(=O)(=O)c2ccc(Br)s2)CC1)N1CCc2ccccc21	?	?	.
CC(C(C(=O)N1CCCCC1)N1CCCCC1)N1CCCCC1 (configuration not stated)	-6%	0%	.
Cc1ccc(N2CC(C(=O)NCc3cccs3)CC2=O)cc1C (configuration not stated)	-12%	-12%	0%
Nc1ccccc1-c1nnc(-c2ccc(-c3ccccc3)cc2)o1	-27%	0%	-24%
COc1ccc(CC(=O)NCCCc2ccccc2)cc1OC	?	?	-11%
C=C(Cl)COc1ccc2c(CCC)cc(=O)oc2c1	?	?	-8%
Cc1ccc(CON=C2CCN(c3ncc(C(F)(F)F)cc3Cl)CC2)cc1	-12%	-17%	23%
Cc1ccc(N2CC(C(=O)OCC(=O)NNC(=O)c3ccccc3)CC2=O)cc1 (configuration not stated)	4%	-11%	-5%
Cc1ccc(NC(=O)CN(C)CC(=O)Nc2ccc(N3CCOCC3)cc2)c([N+](=O)[O-])c1	-22%	1%	-4%
CN1CCN(C(=O)c2ccc3c(=O)n(Cc4ccco4)c(=S)[nH]c3c2)CC1	-15%	-6%	-14%
Cc1cc(-c2csc(NC(=O)c3ccc(S(=O)(=O)N(C)C)cc3)n2)c(C)n1-c1ccccc1	18µM*	?	-2%
CCCCNC(=O)c1cccc(-n2c(C)nc3cccnc32)c1	-28%	-4%	1%
O=C(CN1CCN(c2ccccn2)CC1)Nc1ccc(Br)cc1	?	-24%	-9%
CSCCC(NC(=O)c1ccccc1Cl)C(=O)NCC(c1ccc(F)cc1)N1CCOCC1 (configuration not stated)	-11%	-3%	.
COC(=O)c1ccc(N2CCN(S(=O)(=O)c3c(C)cc(C)cc3C)CC2)c([N+](=O)[O-])c1	10%	-6%	-5%
Cc1noc(C)c1S(=O)(=O)N1CCC2(CC1)OCCO2	-11%	8%	167%[activator]
CC1=NNC(=O)/C1=C\c1cn(-c2ccccc2)nc1-c1cccs1	2.6µM*	2.6µM*	-7%
O=C(CCC(F)(F)F)N1CCCC(N2CCN(c3cccc(Cl)c3)CC2)C1 (configuration not stated)	?	-23%	.
CC1(C)CC(NC(=O)c2ccc(F)cc2)CC(C)(C)N1	6%	1%	.
CCc1cccc(C)c1NC(=O)CO/N=C(\C)c1cc2ccccc2o1	23µM*	18µM*	1%
C=CCNC(=S)NNC(=O)C(CC(C)C)CC(C)O (configuration not stated)	?	-1%	-5%
CCOC(=O)C1C(=O)C=C(c2ccc(OC)cc2)CC1c1ccco1 (configuration not stated)	?	?	-6%
